DAX1 inh-1 – inhibitors of DAX1 repression of SF-1 activated StAR promoter. HEK293T StAR-luciferase reporter, SF-1/DAX-1 repression relief. AID 652010. inhibition, % at 6.8 µM. 370,000 tested, 1.1% active;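 active means inhibition above the mean over all tested compounds plus 3 SD, cut at about 3.6% in these data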;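 further: 0% = DAX-1 cells with DMSO and 100% = cells lacking DAX-1 with DMSO; higher inhibition means more luminescence from relief of DAX-1 repression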
DAX1 inh-2 – inhibits human nuclear receptor DAX1. AID 504766. P51843. 340,000 tested, 0.99% active. HEK293 Gal4-DAX1 luciferase reporter, luminescence. inhibition, % at 6.75 µM;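 active means inhibition above the mean over all tested compounds plus 3 SD, cut at about 4.2% in these data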;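 further: 0% = DAX1-transfected cells with DMSO and 100% = empty-vector control cells with DMSO; inhibition shows as a rise in luminescence from relieved DAX1 repression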
SMARCA2 act – increases SMARCA2 function in MMTV reporter cells; MG213 cells, MMTV-luciferase reporter, dexamethasone, overnight; activation, % at 9.1 µM; 370,000 tested, 1% active; AID 652017; in the data active means activation above about 7.8%;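 further: 0% = vehicle wells and 100% = reference activator wells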
ssDAF12 agonist – activators of S. stercoralis DAF-12 nuclear receptor; HEK293 ssDAF-12/GRIP1 lit1-tk-luc reporter, luminescence; % of 3 µM dafachronic acid response; activation, % at 6.8 µM; 370,000 tested, 1% active; AID 652126;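 active means activation above the mean over all tested compounds plus 3 SD, cut at about 0.9% in these data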;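 further: 0% = DMSO-only wells and 100% = 3 µM delta7-dafachronic acid wells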
PG9 Ab binder – binds the HIV-1 gp120 antibody PG9 | TR-FRET gp120-PG9 antibody binding | inhibition, % at 6.7 µM | 360,000 tested, 0.43% active; in the data active means inhibition above about 8.5%
NR1D1 modulator – modulates human Rev-erb alpha binding to DNA | P20393 | Rev-erbα–FITC-DNA binding, fluorescence polarization, 90 min | activity, % at 10 µM | 370,000 tested, 0.79% active | AID 1259318;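 active means activity above about 14%, limit read from the data; passing the limit was not always enough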;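 further: 0% = DMSO wells with 35 nM protein and 100% = DMSO wells with 750 nM protein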
GAA850 FXN act – increases GAA850 frataxin promoter reporter activity | HEK293 lucGAA850 FXN promoter luciferase reporter, 24 h; percent of 10 µM SAHA response | 360,000 tested, 0.56% active | activation, % at 6 µM;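 active means activation above the average of all compounds screened plus 3 SD, cutoff fixed separately per campaign, cut at about 7.5% in these data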;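 further: 0% = DMSO wells and 100% = 10 µM SAHA wells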
PLCb3 inh – blocks human PLC-beta3 enzyme activity; Purified PLC-beta3, fluorogenic substrate, fluorescence; 370,000 tested, 0.18% active; Q01970; inhibition, % at 12.2 µM; in the data active means inhibition above about 11%;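 further: 0% = median of compound wells on plate and 100% = full blocker control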
Target sequence (Q01970 whole entry, looked up): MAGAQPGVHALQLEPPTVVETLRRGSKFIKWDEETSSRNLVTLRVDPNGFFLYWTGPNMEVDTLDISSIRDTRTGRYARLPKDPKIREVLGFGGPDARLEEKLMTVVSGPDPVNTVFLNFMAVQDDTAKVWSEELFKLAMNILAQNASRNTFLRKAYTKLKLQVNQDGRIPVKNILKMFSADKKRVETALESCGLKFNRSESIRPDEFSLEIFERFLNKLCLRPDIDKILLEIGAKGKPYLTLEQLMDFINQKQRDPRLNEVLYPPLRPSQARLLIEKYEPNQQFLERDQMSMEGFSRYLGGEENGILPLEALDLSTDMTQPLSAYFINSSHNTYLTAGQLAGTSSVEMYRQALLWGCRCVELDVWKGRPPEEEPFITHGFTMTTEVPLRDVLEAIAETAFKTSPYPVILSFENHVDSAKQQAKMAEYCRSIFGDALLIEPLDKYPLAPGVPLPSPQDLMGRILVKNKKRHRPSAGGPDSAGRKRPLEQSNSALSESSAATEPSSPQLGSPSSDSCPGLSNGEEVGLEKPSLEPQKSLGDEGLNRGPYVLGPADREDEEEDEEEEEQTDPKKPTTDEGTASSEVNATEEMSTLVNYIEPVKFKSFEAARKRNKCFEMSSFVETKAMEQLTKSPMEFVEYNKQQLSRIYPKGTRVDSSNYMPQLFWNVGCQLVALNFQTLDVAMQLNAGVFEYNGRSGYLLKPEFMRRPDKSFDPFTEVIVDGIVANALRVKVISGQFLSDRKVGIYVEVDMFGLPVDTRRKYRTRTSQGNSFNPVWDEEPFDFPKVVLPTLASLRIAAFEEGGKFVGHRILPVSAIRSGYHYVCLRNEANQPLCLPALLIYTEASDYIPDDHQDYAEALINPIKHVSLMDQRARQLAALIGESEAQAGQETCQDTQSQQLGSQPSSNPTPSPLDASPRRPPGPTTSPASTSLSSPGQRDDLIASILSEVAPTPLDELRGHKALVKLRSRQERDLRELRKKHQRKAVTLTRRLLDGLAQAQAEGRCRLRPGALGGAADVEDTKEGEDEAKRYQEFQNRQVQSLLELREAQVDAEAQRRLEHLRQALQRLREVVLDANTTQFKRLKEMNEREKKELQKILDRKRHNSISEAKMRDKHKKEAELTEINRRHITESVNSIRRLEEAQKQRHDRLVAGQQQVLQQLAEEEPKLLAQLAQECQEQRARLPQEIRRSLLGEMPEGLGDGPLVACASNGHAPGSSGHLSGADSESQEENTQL
sPLA2-III inh – Inhibits HGIII-sPLA2 liposome hydrolysis, primary screen; Q9NZ20; QFRET BODIPY PC-A2 liposome hydrolysis, fluorescence; inhibition, % at 12.2 µM; 370,000 tested, 0.56% active;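 active means inhibition above mean plus 3 SD of compounds lying within the high and low control bounds, cut at about 19% in these data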;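 further: 0% = median of test compound wells and 100% = no enzyme DMSO wells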
hgDAF12 agonist – activates the H. glycines DAF-12 receptor ligand-binding domain. HEK293 GAL4-hgDAF12 UAS-luciferase reporter, agonist luminescence; normalized to butyrate control. activation, % at 6.8 µM. 370,000 tested, 1.8% active. AID 687014;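 active means activation above a cutoff set at the mean of all screened compounds plus 3 SD, cut at about 10% in these data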;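 further: 0% = DMSO wells and 100% = sodium butyrate wells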
hcDAF12 agonist – activators of H. contortus DAF-12 nuclear receptor; HEK293 hcDAF-12 lit1-tk-luc reporter, luminescence; 0% DMSO, 100% Δ7-dafachronic acid; activation, % at 6.8 µM; 370,000 tested, 1.4% active; AID 652067;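 active means activation above the mean of all tested compounds plus 3 SD, cut at about 5.5% in these data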;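 further: 100% = response to 3 µM Δ7-dafachronic acid high control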
* marks the source's active call; other numbers are inactive results; · = no result given.

nr	Molecule	DAX1 inh-1	DAX1 inh-2	SMARCA2 act	ssDAF12 agonist	PG9 Ab binder	NR1D1 modulator	GAA850 FXN act	PLCb3 inh	sPLA2-III inh	hgDAF12 agonist	hcDAF12 agonist
1	CN1C(C(=O)NCCc2cccs2)CC2Cn3c(nc4ccccc43)C21 (centres undefined)	0.2	2.1	0	-1.2	1.6	-7	0.9	-3	9	2.4	-0.6
2	COC(=O)[C@@H]1[C@H]2C[C@H]3c4[nH]c5ccccc5c4CCN3C[C@@H]2CC[C@@H]1O	0.8	0.3	-3	-0.9	-0.4	-6	-1.3	1	-6	-1.4	3.0
3	CCOc1ccc(S(=O)(=O)N2CCN(CCNS(=O)(=O)c3ccc(C)cc3)CC2)cc1	0.4	0.1	-2	-0.8	1.0	-2	-0.3	3	-27	-2.3	0.2
4	COc1cccc(N=Nc2ccc3cccnc3c2O)c1	-1.3	-1.9	5	-1.5	-3.9	16	7.1	4	12	-5.7	-2.5
5	Cc1ccc2nc3c(cc2c1)c(NC(=O)c1ccccn1)nn3CC(C)C	-0.5	-0.1	0	-1.4	3.4	-3	3.4	-70	0	-2.6	-2.3
6	C/C(=N\NC(=O)C(=O)N/N=C(\C)c1cccc(O)c1)c1cccc(O)c1	0.5	0.0	0	-0.5	-0.1	5	0.3	8	5	0.1	2.5
7	Cc1cccc(NC(=O)CNC(=O)CNC(=O)Cc2ccccc2)c1	0.0	0.2	-3	-1.0	-0.6	1	-1.7	-14	3	-1.5	0.5
8	Cc1cc(C)nc(NCCO)n1	0.2	1.8	-3	-1.8	-0.1	0	-2.8	-4	-1	-4.3	-1.7
9	CC(C)Cc1cc(C(C)(C)C)ccc1OC(=S)N(C)C	-0.5	0.0	1	-1.3	-2.0	8	-1.1	3	-1	1.4	-0.3
10	COc1ccc(/C=C2\N=C3CCCCCN3C2=O)cc1OC	-0.2	0.8	6	-0.9	-6.9	3	1.0	-5	3	6.6	-2.0
11	CCC(CO)Nc1ccn2nc(-c3cccc(Cl)c3)cc2n1 (centres undefined)	3.9*	·	2	-0.3	-0.6	-5	3.2	-113	0	13*	3.7
12	CCC(=O)Nc1ccc(NC(=O)CSc2nnnn2CC)cc1C	-1.0	1.5	-1	-0.8	-0.4	-3	-1.7	7	0	1.0	-1.8
13	COCCn1nnnc1C(c1ccc(OC)cc1)N1CCN(C(=O)c2ccco2)CC1 (centres undefined)	0.2	-1.0	0	-0.9	-2.2	-3	0.7	-3	-5	2.4	-0.3
14	Nc1ccc2nc(SCC(=O)N3CCOCC3)sc2c1	0.9	-0.2	3	0.1	-3.7	-3	0.9	-18	0	3.4	2.5
15	O=C(c1ccsc1)N1CCCC(Nc2cccc(F)c2)C1 (centres undefined)	1.4	1.4	0	-0.7	1.4	8	1.1	-2	-6	-1.6	-2.2
16	O=C(CSc1nnc2c(n1)[nH]c1ccc(F)cc12)N1CCOCC1	0.3	-0.8	-3	-0.6	-0.5	-1	1.4	-2	4	-1.9	-1.2
17	CCc1cccc(CC)c1N1C(=O)COCC1=O	-0.9	0.8	-4	-1.3	-1.4	4	0.7	1	5	0.3	4.0
18	COc1ccc(CSc2nnnn2-c2ccccc2)cc1	-1.1	1.0	0	-1.1	0.2	-4	0.3	4	-1	-0.9	-1.4
19	NC(=O)SCC(=O)Nc1ccccc1C(=O)O	-0.1	-0.4	3	-1.1	-1.7	2	1.2	-5	-5	-2.3	-1.0
20	O=C(COC(=O)c1ccc(Cl)nc1)NCCc1ccccc1	1.4	0.4	-2	-1.0	-2.6	-4	0.9	-7	-3	3.5	-0.9
21	Cc1ccc(C)c(NC(=O)/C(C#N)=C/c2cn(CC(=O)NCc3ccco3)c3ccccc23)c1	-0.4	1.2	-3	-0.5	-0.7	-2	0.1	0	0	0.7	1.9
22	CC12CCC(c3c(C(=O)Nc4nccs4)nn(-c4ccccc4)c31)C2(C)C (centres undefined)	-0.7	-0.3	1	-1.0	1.3	6	1.2	-120	-3	3.0	-1.8
23	CC(C)(C)c1ccc(-c2nc(C=O)c3ccccn23)cc1	-1.1	-1.2	1	-2.2	-0.5	-2	2.5	-43	4	-1.5	-1.9
24	Cc1nc(C(=O)NNC(=O)c2ccc(Cl)cc2)c(C(F)(F)F)o1	-0.7	-0.4	-5	-0.7	0.4	6	0.7	-1	0	1.1	0.3
25	CC(=O)NC1CCN(CC(=O)Nc2nccs2)CC1	0.2	1.5	-1	-1.0	-0.7	3	-1.0	-2	3	-1.1	1.2
26	COc1ccc(N2CCN(C(=O)c3ccc(C(C)(C)C)cc3)CC2)cc1	-0.3	-0.8	0	-0.8	0.4	-1	0.7	-2	7	-0.9	-2.0
27	CCCCOC(=O)C(C)Nc1n[nH]c(=O)[nH]c1=O (centres undefined)	0.9	0.3	0	-0.9	-0.6	-4	0.1	6	-1	-0.2	-0.1
28	COc1cccc(C2Nc3cc(Cl)c(S(N)(=O)=O)cc3S(=O)(=O)N2)c1 (centres undefined)	-0.1	0.4	0	-0.9	-0.3	-4	-0.6	4	2	-3.3	-0.8
29	CCCCn1c(=O)[nH]c2nc3cc(NC(C)=O)ccc3nc2c1=O	-0.5	2.5	-2	-0.6	0.7	-1	-0.8	-83	3	-1.1	-0.1
30	OCCN1CCN(CC/C=C2/c3ccccc3Sc3ccc(C(F)(F)F)cc32)CC1	-1.2	1.1	-2	-1.0	-1.4	-5	-2.6	1	-12	-0.1	-2.7

Three structures already listed, ordered by number of heavy atoms, largest number first:
nr	Molecule	DAX1 inh-1	DAX1 inh-2	SMARCA2 act	ssDAF12 agonist	PG9 Ab binder	NR1D1 modulator	GAA850 FXN act	PLCb3 inh	sPLA2-III inh	hgDAF12 agonist	hcDAF12 agonist
1	CN1C(C(=O)NCCc2cccs2)CC2Cn3c(nc4ccccc43)C21 (centres undefined)	0.2	2.1	0	-1.2	1.6	-7	0.9	-3	9	2.4	-0.6
10	COc1ccc(/C=C2\N=C3CCCCCN3C2=O)cc1OC	-0.2	0.8	6	-0.9	-6.9	3	1.0	-5	3	6.6	-2.0
17	CCc1cccc(CC)c1N1C(=O)COCC1=O	-0.9	0.8	-4	-1.3	-1.4	4	0.7	1	5	0.3	4.0

(next part)
nr	Molecule	DAX1 inh-1	DAX1 inh-2	SMARCA2 act	ssDAF12 agonist	PG9 Ab binder	NR1D1 modulator	GAA850 FXN act	PLCb3 inh	sPLA2-III inh	hgDAF12 agonist	hcDAF12 agonist
31	CCCCn1c(SCc2cccnc2)nc2c1c(=O)n(C)c(=O)n2C	-0.1	0.4	-3	-1.4	-2.6	-7	1.7	1	-1	-0.9	-2.0
32	O=C(COC(=O)c1ccco1)Nc1cccc(S(=O)(=O)N2CCOCC2)c1	-0.5	0.3	-2	-0.9	1.1	0	-0.1	-2	2	-3.1	0.1
33	Cc1ccc(N=Cc2cc3c(cc2O)OC(N)=C(C#N)C3c2ccccc2)cc1 (centres undefined)	0.1	-4.7	-4	-1.9	-1.9	-3	-2.1	-65	3	-8.6	-1.5
34	Cc1cc(Br)c2nc(-c3ccc(Cl)cc3)c(Cc3cccc(Cl)c3)n2c1	-0.2	·	-3	0.0	7.1	3	·	-10	-4	3.6	2.8
35	Cc1ccc(S(=O)(=O)NCC(=O)N/N=C/c2ccc(Cl)cc2Cl)cc1	-0.2	0.7	-1	-1.7	-0.3	6	0.0	-2	-11	-3.0	-1.2
36	O=C1CCCc2c1cc(C(=O)NCc1ccco1)c(=O)n2-c1ccc(Cl)cc1	-0.3	0.8	-1	-1.2	0.2	1	5.1	0	-16	1.4	-1.1
37	O=C(CC1C(=O)NCCN1C(=O)Nc1ccc(F)cc1F)Nc1cc(Cl)ccc1Cl (centres undefined)	0.1	-1.0	0	-1.6	-0.2	4	1.3	-7	5	-0.1	-0.9
38	COC(=O)c1ccc(CN2C(=O)NC3(CCCCC3)C2=O)cc1	1.4	1.3	-3	0.0	1.2	-2	6.2	4	8	5.6	2.3
39	NC1=NC[C@@H](Cc2ccc(O)cc2)N1CCCCC1CCCCC1	-0.8	0.2	-1	-0.8	0.2	-1	-1.1	4	4	-0.3	-1.3
40	O=C(C[n+]1ccccc1)N/N=C/c1cccc(Cl)c1Cl	-0.3	-0.6	-2	-0.6	-1.2	-1	-0.4	-2	-16	1.1	-1.0
41	Nc1ccc2c(c1)C(=O)C(=O)c1ccccc1-2	-5.2	-4.5	-9	-3.6	-42	-21	-15	2	9	-17	-7.9
42	O=C(CNCc1ccc(F)cc1)Nc1ccccc1-c1ccccc1	-0.2	-0.9	-1	-1.3	1.5	7	-4.0	1	-8	-2.3	-1.9
43	N#CC1(C#N)C(C(=O)C23CC4CC(CC(C4)C2)C3)C12CCOCC2 (centres undefined)	0.0	-0.6	-2	-2.0	-2.2	-4	1.2	-5	0	2.1	0.2
44	COc1ccccc1NS(=O)(=O)c1ccc2c(c1)n(C)c(=O)n2C	-0.7	-0.6	1	-2.0	-0.9	-6	4.3	3	-3	-0.1	2.5
45	COC(=O)[C@@H]1C[C@@]2(O)[C@@H](O)[C@@H](O)[C@@H](O)C[C@H]2N1Cc1cc(OC)cc(OC)c1	0.5	0.2	-2	-0.4	-0.9	-3	1.7	0	10	0.7	2.2
46	CC(=O)c1c(C)[nH]c(C(=O)COC(=O)c2c(-c3ccccc3)noc2C)c1C	-1.2	-0.7	0	-1.0	-0.3	-4	-0.7	2	-4	-4.6	-0.1
47	CS(=O)(=O)N(CC(=O)NC1CCCCCC1)Cc1ccccc1	0.0	-1.3	-2	-0.3	0.3	1	0.1	7	-6	-0.9	1.5
48	CCOC(=O)/C(C(N)=NCCO)=C(/O)c1ccccc1	-0.1	1.1	-2	-0.2	-1.2	-2	-0.6	0	1	3.1	-0.7
49	Cc1ccc(NC(=O)Nc2ccc(F)cc2)cc1Cl	-0.1	0.1	1	-0.1	-3.0	-1	-1.4	1	0	15*	1.9
50	CCCOc1ccc(/C=C/C(=O)Nc2ccc([N+](=O)[O-])cc2C)cc1OC	0.5	0.3	-3	-0.9	-1.0	-1	-1.0	3	2	-1.2	-0.4
51	Cc1cccc(N/N=C2/COC(C)(C)CC2=O)c1	2.9	1.5	7.9*	-0.2	-1.3	0	3.3	1	2	13*	5.0

From PubChem

Hits appear at their usual frequency; about 7% have a hit in one of these screens.
